Assay outcomes from PubChem.
CR mimetic SO: yeast age-related superoxide inhibition as caloric restriction mimetic. superoxide response (% of plate mean), % at 10 µM. S. cerevisiae aged cells, superoxide DHE fluorescence; active compounds read low. 330,000 tested, 0.18% active;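 active = superoxide response under a set limit, about three screen SD below normal, cut at about 65% in these data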;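 also: yeast aged for seven days with compound at 30 °C before DHE staining; 100% = average MFI of all compound-treated wells on the plate with controls excluded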
MCL1 BIM primary: MCL1-BIM-BH3 interaction inhibition (human); Q07820; GST-MCL1 / FITC-Bim-BH3 fluorescence polarization; inhibition, % at 10.9 µM; 320,000 tested, 0.68% active; AID 2057;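 active = inhibition above the mean inhibition of all tested compounds plus 3 SD, set per campaign, cut at about 40% in these data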;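 also: 0% = DMSO wells and 100% = unlabeled Bim-BH3 peptide control; higher means more loss of mP so more displacement of Bim peptide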
GLD-1 TGE inh: GLD-1-TGE RNA interaction inhibition (C. elegans); AID 2280; 320,000 tested, 0.44% active; inhibition, % at 5.96 µM; Q17339; purified GLD-1 + fluorescein TGE RNA, fluorescence polarization;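 active = percent inhibition above a per-plate cutoff, the plate mean of test compounds plus 3 SD, cut at about 30% in these data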;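 also: 0% = DMSO wells with GLD-1 and probe and 100% = wells lacking GLD-1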
AGP1-GFP MLPCN: modulators of TOR pathway AGP1-GFP in S. cerevisiae; S. cerevisiae AGP1-GFP multiplex flow cytometry, 3 h; GFP as percent of DMSO wells; GFP response vs DMSO, % at 10 µM; 320,000 tested, 0.02% active;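 active = GFP response relative to DMSO above a set limit, near screen average plus 3 SD, cut at about 150% in these data; inconclusive = fewer than 70 cells counted for the yeast strain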;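 also: median GFP channel fluorescence of the gated AGP1 strain per well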
VLA-4 inh: inhibition in a human VLA-4 binding assay; P13612; VLA-4 expressing cells, ligand binding flow cytometry; inhibition, % (about 7 µM as worked out from the volumes in the protocol); 330,000 tested, 0.2% active; in the data active = inhibition above about 50%
CIT2-GFP yeast: alters CIT2-GFP fluorescence in TOR pathway yeast screen | S. cerevisiae CIT2-GFP strain, flow cytometry, 3 h; 100 means same as DMSO wells | GFP response vs DMSO, % at 10 µM | 320,000 tested, 0.065% active;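 active = GFP response relative to DMSO above a set limit, near the screen mean plus 3 SD, cut at about 150% in these data; inconclusive = Fewer than 70 cells measured for a yeast strain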;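 also: ratio of well median GFP fluorescence to mean of DMSO wells on the plate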
BCLXL inh: inhibitors of human Bcl-xL; 320,000 tested, 0.7% active; GST-Bcl-xL / FITC-Bim BH3 peptide fluorescence polarization; inhibition, % at 10.9 µM;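 active = inhibition above the mean of all tested compounds plus 3 SD, cutoff set per campaign, cut at about 30% in these data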;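 also: 0% = DMSO wells and 100% = unlabeled Bim-BH3 peptide competitor; inhibitors lower millipolarization by displacing the labeled peptide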
Target sequence (Q07817 whole entry, looked up): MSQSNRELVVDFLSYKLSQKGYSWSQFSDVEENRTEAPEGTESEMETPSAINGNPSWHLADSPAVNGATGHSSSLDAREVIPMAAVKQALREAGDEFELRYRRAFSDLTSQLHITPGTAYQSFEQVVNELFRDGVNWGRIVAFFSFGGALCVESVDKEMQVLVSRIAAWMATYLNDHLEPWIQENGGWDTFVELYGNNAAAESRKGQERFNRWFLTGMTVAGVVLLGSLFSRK
MEX-5 binding: C. elegans MEX-5 TCR-2 RNA binding activity; Q9XUB2; MEX-5/FITC-TCR2 RNA binding, fluorescence polarization; active compounds read low; activity score (negative = inhibition of binding), % at 10 µM; 300,000 tested, 0.38% active; AID 1832;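 active = inhibition past about -25% in most replicates, and total fluorescence under double the plate's negative control median, limit read from the data; inconclusive = replicates evenly split on the limit, or fluorescence at least double controls; inactive = too little inhibition in most replicates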;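 also: 0% = DMSO and -100% = 5 µM competing unlabeled TCR2 RNA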
GRK2 aptamer HTS: blocks RNA aptamer binding to human GRK2. P25098. bead flow cytometry, FAM-aptamer displacement from GRK2. inhibition of aptamer binding, % at 10 µM. 330,000 tested, 0.59% active;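 active = inhibition of aptamer binding above 40%, roughly 3 SD of noise, on plates passing a quality check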;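 also: median bead fluorescence of bound FAM aptamer so fluorescent compounds give negative values; no value below 0 was filed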
Target sequence (P25098 whole entry, looked up): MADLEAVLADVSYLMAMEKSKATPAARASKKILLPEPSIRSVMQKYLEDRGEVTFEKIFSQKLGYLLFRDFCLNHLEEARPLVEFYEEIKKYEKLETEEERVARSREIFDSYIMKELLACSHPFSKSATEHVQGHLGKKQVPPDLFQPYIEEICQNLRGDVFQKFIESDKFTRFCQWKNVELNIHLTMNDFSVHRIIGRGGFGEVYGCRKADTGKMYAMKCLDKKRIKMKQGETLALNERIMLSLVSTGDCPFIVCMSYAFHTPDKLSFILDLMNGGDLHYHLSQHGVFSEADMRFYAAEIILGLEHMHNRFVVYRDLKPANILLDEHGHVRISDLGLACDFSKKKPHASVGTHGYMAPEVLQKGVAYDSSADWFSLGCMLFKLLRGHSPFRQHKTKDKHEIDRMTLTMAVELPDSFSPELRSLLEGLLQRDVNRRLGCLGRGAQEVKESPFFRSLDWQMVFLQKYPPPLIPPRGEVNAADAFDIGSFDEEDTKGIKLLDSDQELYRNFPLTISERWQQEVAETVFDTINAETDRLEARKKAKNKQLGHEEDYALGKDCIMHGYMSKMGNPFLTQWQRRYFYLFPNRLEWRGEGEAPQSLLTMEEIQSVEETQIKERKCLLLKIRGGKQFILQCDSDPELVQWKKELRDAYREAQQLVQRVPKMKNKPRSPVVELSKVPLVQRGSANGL
The depositor's hits bear a star; ? = inconclusive; / = no result given; [ ] = remark or other dose.

1: CC(C)CN1C(=O)c2ccc(C(=O)NCc3ccc4c(c3)OCO4)cc2C1=O
2: CCCNC(=O)CSC1=N/C(=C/c2ccc(F)cc2)C(=O)N1CC
3: O=C(CN1C(=O)NC2(CCCC2)C1=O)Nc1ccccc1N1CCCC1
4: O=C(O)CCc1nc2cccnc2n1Cc1ccccc1
5: CC1(c2ccccc2)NC(=O)N(CC(=O)Nc2ccc(S(=O)(=O)Nc3ncccn3)cc2)C1=O (centres undefined)
Compound	1	2	3	4	5
CR mimetic SO	104	87	93	100	95
MCL1 BIM primary	3	5	0	5	-3
GLD-1 TGE inh	-1	1	4	4	-1
AGP1-GFP MLPCN	26[may fluoresce violet]	100	97	106	87
VLA-4 inh	8	1	-11	-2	4
CIT2-GFP yeast	?	101	108	115	94
BCLXL inh	3	0	-1	3	-5
MEX-5 binding	-0.3	1.5	0.0	-2.6	1.5
GRK2 aptamer HTS	3	0	10	1	0

6: CC1CCN(C(=O)CSc2nnc(Cc3ccccc3)o2)CC1
7: CN(C)CCNC(=O)C(c1ccccc1)c1ccccc1
8: N#Cc1c(-c2ccc(F)cc2)cc(-c2ccccc2)nc1SCC(=O)NCC(=O)O
9: O=C(NCCN1CCNC1=O)C1CCC(=O)N(Cc2cccc(C(F)(F)F)c2)C1 (centres undefined)
10: Cc1cc(Cl)c2oc(C(=O)N(CCO)Cc3ccccc3)c(C)c2c1
Compound	6	7	8	9	10
CR mimetic SO	100	118	105	78	109
MCL1 BIM primary	6	3	7	-4	2
GLD-1 TGE inh	2	10	0	-1	7
AGP1-GFP MLPCN	105	/	113	95	95
VLA-4 inh	-15	-2	-1	-106	0
CIT2-GFP yeast	112	/	118	93	96
BCLXL inh	4	7	5	-1	4
MEX-5 binding	2.6	-2.7	-0.6	0.7	-3.3
GRK2 aptamer HTS	3	0	0	0	14

11: CCOC(=O)Cn1nnc(-c2ccc([N+](=O)[O-])cc2)n1
12: CC(C)(SC(=S)N1CCCCCC1)C(=O)O
13: Cc1c(/C=N/NC(=O)C(NC(=O)c2ccc3c(c2)OCO3)C(C)C)c2ccccc2n1C (centres undefined)
14: CCCCC1CCC(C(=O)NCc2ccc3c(c2)OCO3)CC1 (centres undefined)
15: CC(C)Oc1ccc(C2CC(=O)N(c3cccc(/C=C/C(=O)O)c3)C2=O)cc1 (centres undefined)
Compound	11	12	13	14	15
CR mimetic SO	104	103	104	114	91
MCL1 BIM primary	-12	-2	-4	12	-4
GLD-1 TGE inh	-4	6	8	2	2
AGP1-GFP MLPCN	95	104	100	106	100
VLA-4 inh	-6	4	13	-4	2
CIT2-GFP yeast	85	104	104	103	100
BCLXL inh	-4	-3	4	5	-1
MEX-5 binding	0.3	0.2	-1.3	2.7	-1.3
GRK2 aptamer HTS	4	2	0	0	3

16: CC(Oc1ccccc1)C(=O)N=C1SC2CS(=O)(=O)CC2N1c1ccc(F)cc1 (centres undefined)
17: CCOc1cc(NC(=S)NCCCN2CCOCC2)c(OCC)cc1NC(=O)c1ccc(C)cc1
18: O=C1OC(c2ccc(Cl)cc2)=N/C1=C\c1cccnc1
19: CC1Cc2ccccc2N1CC(=O)N(C)c1c(N)n(Cc2ccccc2)c(=O)[nH]c1=O (centres undefined)
20: COc1ccccc1NC(=O)CSc1nnc(C)n1CC1CCCO1 (centres undefined)
Compound	16	17	18	19	20
CR mimetic SO	86	90	101	138	110
MCL1 BIM primary	1	7	-5	-19	8
GLD-1 TGE inh	-15	-2	-1	6	9
AGP1-GFP MLPCN	97	88	91	100	99
VLA-4 inh	8	11	1	-27	-5
CIT2-GFP yeast	100	112	80	98	104
BCLXL inh	5	6	2	-5	7
MEX-5 binding	-3.8	-0.7	0.3	/	-0.2
GRK2 aptamer HTS	2	0	1	0	0

21: N#Cc1cnn(-c2ccccc2)c1NC(=O)CN1CCOCC1
22: COc1cccc(CNC(=O)Nc2cccs2)c1
23: Cc1ccc(OCCOC(=O)c2nc3nccc(C)n3n2)cc1
24: Cc1cccc(C(=O)NCCN2CCN(c3ccccc3)CC2)c1
25: COC(C(=O)Nc1c(F)cccc1F)c1ccccc1 (centres undefined)
Compound	21	22	23	24	25
CR mimetic SO	107	104	111	108	107
MCL1 BIM primary	7	21	-6	-6	2
GLD-1 TGE inh	4	0	-4	1	0
AGP1-GFP MLPCN	101	100	96	103	106
VLA-4 inh	-6	92*	6	24	2
CIT2-GFP yeast	110	105	98	91	94
BCLXL inh	3	12	0	2	5
MEX-5 binding	5.1	0.2	0.8	0.3	-0.5
GRK2 aptamer HTS	0	0	0	0	4

26: Cc1ccccc1N1CCN(C2CCCN(C(=O)c3csc(C(C)C)n3)C2)CC1 (centres undefined)
27: CNC(=O)C1CCN(S(=O)(=O)c2c(C)noc2/C=C/N(C)C)CC1
28: O=C(CSc1nc2ccccc2o1)NCc1ccco1
29: Cc1c(CCC(=O)NCCCn2ccnc2)c(=O)oc2c(C)c3oc4c(c3cc12)CCCC4
30: COc1ccc(NS(=O)(=O)c2cccc(C(=O)OCC(=O)NC3CC3)c2)cc1
Compound	26	27	28	29	30
CR mimetic SO	100	92	98	112	100
MCL1 BIM primary	-3	3	-5	6	/
GLD-1 TGE inh	8	9	4	-1	/
AGP1-GFP MLPCN	101	98	98	104	90
VLA-4 inh	8	-6	-1	0	6
CIT2-GFP yeast	105	99	91	103	88
BCLXL inh	-1	2	-1	4	/
MEX-5 binding	0.7	-3.7	3.4	-0.4	0.5
GRK2 aptamer HTS	3	5	0	2	2

Only CIT2-GFP yeast (3 entries from above):
nr | Structure | CIT2-GFP yeast
26 | Cc1ccccc1N1CCN(C2CCCN(C(=O)c3csc(C(C)C)n3)C2)CC1 (centres undefined) | 105
28 | O=C(CSc1nc2ccccc2o1)NCc1ccco1 | 91
30 | COc1ccc(NS(=O)(=O)c2cccc(C(=O)OCC(=O)NC3CC3)c2)cc1 | 88

(continued)
Each structure is followed by: CR mimetic SO, MCL1 BIM primary, GLD-1 TGE inh, AGP1-GFP MLPCN, VLA-4 inh, CIT2-GFP yeast, BCLXL inh, MEX-5 binding, GRK2 aptamer HTS
31: O=C(Oc1ccccc1)n1c(=S)oc2ccccc21
  76, -15, 1, 96, 1, 102, -20, 3.8, 1
32: NC(=O)c1oc2ccccc2c1NC(=O)C1CCCCC1
  95, -1, -1, 100, -5, 100, -2, 2.3, 3
33: CCN(Cc1ccncc1)C(=O)c1ccc(C)c(S(=O)(=O)N2CCCCC2)c1
  106, /, 0, 92, 6, 84, /, /, 0
34: Cc1ccc(NC(=O)CSc2ncn[nH]2)cc1
  100, 0, 7, 98, 11, 93, 5, 0.6, 0
35: O=C(NCc1ccccc1)c1ccc(N2CCC3(CC2)CC(c2ccc(Cl)cc2)=NO3)c([N+](=O)[O-])c1
  103, -4, -4, 74, 11, 74, -2, 0.1, 7
36: CCN1C(=O)C(CC(=O)Nc2cc(C)ccc2C)SC1=Nc1ccc(S(N)(=O)=O)cc1 (centres undefined)
  109, -2, 4, 101, 1, 100, 5, 3.0, 0
37: COc1oc(-c2ccccc2C)nc1C(F)(F)F
  102, 5, 2, 101, 10, 100, 2, 1.3, 1
38: COC(=O)CNC(=O)c1c(-c2c(Cl)cccc2Cl)noc1C
  83, 4, 0, 107, 3, 100, 2, 1.1, 0
39: Cc1noc(C)c1COc1ncnc2ccccc12
  93, 0, -7, 89, -6, 88, 6, 0.4, 0
40: COc1ccc(C(=O)Nc2cccc(-c3nc4ncccc4o3)c2C)cc1OC
  89, 0, 5, 114, -6, 112, 3, 1.5, 0

Entries listed above that bear a hit mark in VLA-4 inh.
| nr | compound | MCL1 BIM primary | GLD-1 TGE inh | AGP1-GFP MLPCN | VLA-4 inh | CIT2-GFP yeast | BCLXL inh | MEX-5 binding | GRK2 aptamer HTS |
| --- | --- | --- | --- | --- | --- | --- | --- | --- | --- |
| 22 | COc1cccc(CNC(=O)Nc2cccs2)c1 | 21 | 0 | 100 | 92* | 105 | 12 | 0.2 | 0 |

Continued:
Each structure is followed by: CR mimetic SO, MCL1 BIM primary, GLD-1 TGE inh, AGP1-GFP MLPCN, VLA-4 inh, CIT2-GFP yeast, BCLXL inh, MEX-5 binding, GRK2 aptamer HTS
41: O=C(C1COc2ccccc2O1)N1CCN(c2ccccc2)CC1 (centres undefined)
  102, 12, 17, 91, -1, 77, 14, -0.9, 0
42: Clc1cccc(/C=N\Nc2nccs2)c1
  102, -3, -1, /, 3, 83, -5, -4.5, 0
43: COC(=O)CCSCc1cn2cc(Cl)ccc2n1
  83, 12, 9, 105, -10, 103, 8, -2.6, 0
44: O=c1c2cc(F)ccc2sn1-c1ccccc1
  126, 16, 8, 99, 20, 108, -36, /, 0
45: CCn1c(=O)c(C(=O)CN2CCN(Cc3ccc4c(c3)OCO4)CC2)c(N)n(Cc2ccccc2)c1=O
  99, -1, -3, 98, 15, 92, 2, 1.3, 0
46: CN(CCO)c1c2c(nc3cc(-c4cccc(F)c4)nn13)CCCC2
  107, 0, 1, 100, 5, 103, 5, -0.6, 1
47: COCCCNc1nc(-c2ccncc2)nc2ccccc12
  107, 4, -7, /, 18, 101, 4, 2.2, 4
48: CC1SCC(=O)N(CC(=O)Nc2ccc3c(c2)OCCO3)C1=O (centres undefined)
  102, 9, -8, 104, 14, 103, 4, -0.7, 0
49: COc1cc(C(=O)O/N=C2\C=CC(=O)C=C2C)cc(OC)c1OC
  87, 5, -7, 96, -20, 99, 5, 0.4, 0
50: CCc1cccc(CC)c1NC(=O)c1cccc(N)c1
  101, 4, 6, /, 8, 88, 2, -0.7, 2
51: CC(C)(C)c1ccc(NC(=O)NC2CCCc3ccccc32)cc1 (centres undefined)
  109, 0, -1, 92, 17, 90, 4, 0.0, 0
52: O=C(CCn1c2c(c3ccccc31)CCCC2)NNC(=O)c1ccccc1[N+](=O)[O-]
  94, -2, 3, 109, -8, 106, 4, 0.1, 0
53: N#Cc1ccc(-c2cccs2)nc1SCc1cccnc1
  90, 3, 3, 99, 4, 104, 1, 1.5, 4
54: O=C(c1cccc(C(F)(F)F)c1)N1CCC2(CC1)NCCc1[nH]cnc12
  95, -4, -1, 105, 16, 101, 3, 2.0, 5
55: CCOc1ccc(NC(=O)C2CCN(C(=O)NC3CCCCC3)CC2)cc1
  88, -1, 2, 103, 6, 99, 1, -0.5, 3
56: OC1CN=C2C=CC=CN2C1 (centres undefined)
  93, 1, 8, 110, 6, 110, -1, -4.0, 0
